Screening results: PubChem, MTDP
RNase H inhibition – RNase H inhibition, HIV 1 Gag Pol polyprotein, FRET biochemical assay, screening (AID 372). HIV-1 RT RNase H, FRET RNA/DNA substrate fluorescence; higher % means a stronger effect. one-dose inhibition, % at 10 µM; IC50 in µM for titrated hits. actives 0.77% (n = 100,000); in the data active = inhibition above about 50%
* marks the source's active call; other numbers are inactive results. This is a subset; count on the stated rates, not on these rows.

Results for COc1ccc(Cl)cc1C=C1C(=O)N(C)C(=S)N(C)C1=O ?
RNase H inhibition: 18.0%

Results for COc1cccc(NC(=O)Nc2nnc(CSCc3ccc(Cl)cc3Cl)s2)c1 ?
RNase H inhibition: 14.0%

How did COc1ccc2oc(-c3ccc(Cl)cc3)cc(=O)c2c1 do in these assays?
RNase H inhibition: 6.0%

Results for CCOc1ccc(C(=O)Nc2cccc(-c3nc4cc(CC)ccc4o3)c2)cc1[N+](=O)[O-] ?
RNase H inhibition: 12.0%

Results for Cc1ccc(OCC(=O)Nc2cccnc2)cc1C ?
RNase H inhibition: 0.0%

Results for O=C(NN=C1CCCCC1)C(=O)Nc1cccc(C(F)(F)F)c1 ?
RNase H inhibition: 0.0%

How did CCc1ccc(O)c(N=Cc2c(O)c(OC)cc(Br)c2Br)c1 do in these assays?
RNase H inhibition: 12.0%

Results for O=c1c(C=Nc2cc(Cl)ccc2O)c(O)n(C2CCCCC2)c(=O)n1C1CCCCC1 ?
RNase H inhibition: 12.0%

Results for CCCCNC(=O)c1ccc(N2CCCCC2)c([N+](=O)[O-])c1 ?
RNase H inhibition: 0.0%

How did COc1cc(/C=C2\SC(=S)N(C)C2=O)ccc1OC(=O)c1ccc(Cl)cc1 do in these assays?
RNase H inhibition: 4.0%

What do the screens show for `Cc1ccccc1N1C(=O)C2C(c3ccccc3)C=CC(c3ccccc3)C2C1=O` (stereo not given)?
RNase H inhibition: 6.0%

What do the screens show for `CC(=O)c1cccc(NC(=O)c2ccc(Br)c(S(=O)(=O)N3CCCCC3)c2)c1`?
RNase H inhibition: 11.0%

Results for CCC1C(=O)CC(c2ccccc2)NC1c1ccccc1 (stereo not given) ?
RNase H inhibition: 10.0%

How did COc1ccc(/C=C2/NC(=S)NC2=O)cc1OCc1ccc(Cl)cc1Cl do in these assays?
RNase H inhibition: 17.0%

What do the screens show for `CCOc1cccc(C2C(C(=O)Nc3ccccc3OC)=C(C)NC3=C2C(=O)CCC3)c1` (stereo not given)?
RNase H inhibition: 7.0%

Results for CCOc1ccc(C(=O)Nc2ccc3c4c(cccc24)CC3)cc1[N+](=O)[O-] ?
RNase H inhibition: 2.0%

What do the screens show for `CCCC(=O)Nc1cccc(-c2nc3ccccc3s2)c1`?
RNase H inhibition: 9.0%

How did CC(C)c1nnc(NC(=O)c2ccc(Br)cc2)s1 do in these assays?
RNase H inhibition: 1.0%

How did CCOC(=O)/C(C#N)=C/c1c(C)cc(C)c(Cc2c(C)cc(C)c(/C=C(\C#N)C(=O)OCC)c2C)c1C do in these assays?
RNase H inhibition: 1.0%

Results for O=c1c2ccccc2nc2n1CCCN2 ?
RNase H inhibition: 2.0%

What do the screens show for `O=C(C(Sc1ccccc1)c1ccccc1)N1CCN(c2ccc(F)cc2)CC1` (stereo not given)?
RNase H inhibition: 12.0%

What do the screens show for `O=C(N/N=C/c1ccc(Cl)c([N+](=O)[O-])c1)C(O)c1ccccc1` (stereo not given)?
RNase H inhibition: 0.0%

How did CC(=O)Oc1cc(C(=O)Nc2ccccc2C(=O)O)cc(C(=O)Nc2ccccc2C(=O)O)c1 do in these assays?
RNase H inhibition: 7.0%

Results for CC(Oc1ccccc1)C(=O)Nc1cc(Cl)c(Cl)cc1Cl (stereo not given) ?
RNase H inhibition: 9.0%

How did CCCCCCCC(=O)N/N=C/c1cc(Br)ccc1F do in these assays?
RNase H inhibition: 10.0%

What do the screens show for `CCCCOc1ccc(-c2cc(=O)oc(-c3cccc(Br)c3)n2)cc1`?
RNase H inhibition: 19.0%

What do the screens show for `S=C(NCC1(c2ccccc2)CCCC1)Nc1ccccc1`?
RNase H inhibition: 8.0%

Results for CC1CCN(CCOCCOc2cc(Cl)ccc2Cl)CC1 ?
RNase H inhibition: 4.0%

How did Cc1cc(C(=O)Nc2ccc(Cl)cn2)ccc1[N+](=O)[O-] do in these assays?
RNase H inhibition: 5.0%

Results for O=C(N/N=C/c1ccccc1)c1ccc([N+](=O)[O-])cc1Cl ?
RNase H inhibition: 6.0%

Results for COc1ccc(C(=O)NNC(=O)c2cccc(C)c2O)cc1OC ?
RNase H inhibition: 0.0%

How did CCP(=O)(CC)C(C)(C)CP(=O)(c1ccccc1)c1ccccc1 do in these assays?
RNase H inhibition: 1.0%

Results for O=C1/C(=C\c2ccc(-c3cccc4ccccc34)o2)SC(=S)N1Cc1ccccc1 ?
RNase H inhibition: 3.0%

Results for CCOC(=O)c1c2c(n(Cc3ccccc3)c1C)C(=O)C(=O)c1ccc(Br)cc1-2 ?
RNase H inhibition: 3.0%

How did CC(=O)ONC(=Nc1ccc(C)cc1)c1nonc1N do in these assays?
RNase H inhibition: 2.0%

Results for COC(=O)c1[nH]cnc1C(=O)Nc1ccc(C)cc1C(=O)c1ccccc1 ?
RNase H inhibition: 0.0%

What do the screens show for `CCOC(=O)C1=C(C)N=c2s/c(=C/c3cc4c(cc3Br)OCO4)c(=O)n2C1c1cccs1` (stereo not given)?
RNase H inhibition: 12.0%

How did CCOC(=O)Nc1sc(C)c(CC)c1C(=O)OC do in these assays?
RNase H inhibition: 2.0%

How did CN1CCN(C2C3CC4CC(C3)CC2C4)CC1 (stereo not given) do in these assays?
RNase H inhibition: 7.0%

How did Cc1ccc(N2C(=O)CC(NCc3ccc(Cl)cc3Cl)C2=O)cc1 (stereo not given) do in these assays?
RNase H inhibition: 5.0%

How did CCN(CC)c1ccc(/C=C2\C(=O)N(c3ccc([N+](=O)[O-])cc3)N=C2N2CCOCC2)cc1 do in these assays?
RNase H inhibition: 6.0%

What do the screens show for `C(=N\Nc1nc2ccccc2[nH]1)/c1cccs1`?
RNase H inhibition: 10.0%

What do the screens show for `N#Cc1ccc(N=Cc2ccc(Cl)c([N+](=O)[O-])c2)cc1`?
RNase H inhibition: 15.0%

How did O=C(Cc1ccccc1)N1CCN(C(=O)C2CC2)CC1 do in these assays?
RNase H inhibition: 6.0%

How did O=C(COc1ccccc1[N+](=O)[O-])Nc1ccc(-c2nc3ncccc3o2)cc1 do in these assays?
RNase H inhibition: 9.0%

How did CCOC(=O)C1CCN(CN2C(=O)C(=O)c3cc(Br)ccc32)CC1 do in these assays?
RNase H inhibition: 11.0%

Results for C=CCNC(=O)COc1ccc2ccccc2c1 ?
RNase H inhibition: 0.0%

How did O=S1(=O)CCC(NS(=O)(=O)c2ccc(F)cc2)C1 (stereo not given) do in these assays?
RNase H inhibition: 3.0%

How did COc1ccc(NC(=O)/C(C#N)=C/c2cc(C)n(-c3cccc4ccccc34)c2C)cc1 do in these assays?
RNase H inhibition: 9.0%

What do the screens show for `COCCCNCCCCOc1cc(C)cc(C)c1C`?
RNase H inhibition: 7.0%

How did CN1C(=O)C(=O)/C(=C(/O)c2ccc(Br)cc2)C1c1ccc(Br)cc1 (stereo not given) do in these assays?
RNase H inhibition: 14.0%

How did OC1(c2ccccc2)c2ccccc2-c2ncccc21 (stereo not given) do in these assays?
RNase H inhibition: 2.0%

How did Cc1ccc(S(=O)(=O)N2c3ccccc3C(C)(c3ccccc3)CC2(C)C)cc1 (stereo not given) do in these assays?
RNase H inhibition: 28.0%

What do the screens show for `O=C(N/N=C\c1ccc(-c2cccc([N+](=O)[O-])c2)o1)C(=O)Nc1cccc(C(F)(F)F)c1`?
RNase H inhibition: 20.0%

How did O=C1C2C(C(=O)N1Cc1cccnc1)C1C=CC2C12CC2 (stereo not given) do in these assays?
RNase H inhibition: 2.0%

What do the screens show for `O=C1CCCN1c1cccc2ccccc12`?
RNase H inhibition: 5.0%

Results for CCOc1ccccc1Nc1nc(-c2c(C)nc3ncccn23)cs1 ?
RNase H inhibition: 18.0%

How did O=C(CCN1C(=O)c2ccccc2C1=O)Oc1ccc(Cl)c(Cl)c1 do in these assays?
RNase H inhibition: 22.0%

Results for CCCSc1nc(N)c(C#N)c(-c2ccccc2)c1C#N ?
RNase H inhibition: 10.0%

Results for COc1ccccc1N1CCN(CC(O)COC2CC(C)CCC2C(C)C)CC1 (stereo not given) ?
RNase H inhibition: 20.0%

Results for COc1cc(C=C2C(=O)NC(=O)NC2=O)cc(Br)c1OC(C)C ?
RNase H inhibition: 3.0%

Results for C=C(C)Cn1c(COc2ccc(Cl)cc2Cl)n[nH]c1=S ?
RNase H inhibition: 6.0%

How did CCOc1ccc2sc(C=NC3CCCCC3)c(O)c2c1 do in these assays?
RNase H inhibition: 16.0%

What do the screens show for `Cc1ccc(NC(=O)c2cc(Br)ccc2Cl)c([N+](=O)[O-])c1`?
RNase H inhibition: 2.0%

What do the screens show for `COc1cc(C=C2C(=O)c3ccccc3C2=O)cc(I)c1OCc1ccc(Cl)cc1`?
RNase H inhibition: 25.0%

Results for CCOC(=O)c1ccc(NC(=O)CN(c2ccc(C)cc2)S(=O)(=O)c2ccc(SC)cc2)cc1 ?
RNase H inhibition: 10.0%

What do the screens show for `OCc1c(O)cnc2ccccc12`?
RNase H inhibition: 0.0%

Results for NNC(=O)COc1ccc(OCc2ccccc2)cc1 ?
RNase H inhibition: 4.0%

What do the screens show for `C=CCn1c(O)c(C(c2ccncc2)c2c(O)n(CC=C)c(=S)[nH]c2=O)c(=O)[nH]c1=S`?
RNase H inhibition: 1.0%

How did CCc1ccc(NC(=O)C(=O)NCCN2CCN(C(=O)c3ccc(OC)cc3)CC2)cc1 do in these assays?
RNase H inhibition: 14.0%

Results for CC(=O)n1cnc2c(c1=O)C1(CCCC1)Cc1ccccc1-2 ?
RNase H inhibition: 0.0%

How did CCCOC(=O)C1=C(C)NC2=C(C(=O)CCC2)C1c1cccc(Cl)c1Cl (stereo not given) do in these assays?
RNase H inhibition: 7.0%

What do the screens show for `O=C1C=Cc2ccccc2/C1=C/c1c(-c2ccccc2)[nH]oc1=O`?
RNase H inhibition: 17.0%

How did O=C(CN(c1cccc(Cl)c1)S(=O)(=O)c1ccccc1)NCc1ccco1 do in these assays?
RNase H inhibition: 3.0%

What do the screens show for `O=c1c(C=NCc2cccnc2)c(-c2ccccc2)[nH]n1-c1nc2ccccc2s1`?
RNase H inhibition: 21.0%

What do the screens show for `O=C1/C(=C/c2ccco2)SC(=S)N1Cc1ccco1`?
RNase H inhibition: 14.0%

What do the screens show for `CCCCc1ccc(NC(=S)NC(=O)c2cccc(Br)c2)cc1`?
RNase H inhibition: 8.0%

What do the screens show for `Cc1cc(C)c(NC(=O)COc2ccc(C)cc2C(C)(C)C)c(C)c1`?
RNase H inhibition: 18.0%

Results for COc1ccc(NC(=S)NC(=O)/C=C/c2ccc(Cl)cc2)cc1Cl ?
RNase H inhibition: 36.0%

Results for COc1ccc(OCCOc2ccc(C)cc2C)cc1 ?
RNase H inhibition: 5.0%

How did COc1cc(NC(=O)c2ccc(Cl)c(Cl)c2)ccc1NC(=O)c1ccco1 do in these assays?
RNase H inhibition: 11.0%

Results for COc1ccc(NC(=O)/C(=C/c2ccccc2Cl)NC(=O)c2ccc(C)cc2)cc1 ?
RNase H inhibition: 7.0%

Results for CCOc1ccc(-c2nc3cc(NC(=S)NC(=O)c4ccc(C)cc4)ccc3o2)cc1 ?
RNase H inhibition: 19.0%

What do the screens show for `CCOC(=O)CSc1nnnn1-c1ccc(OC)cc1`?
RNase H inhibition: 16.0%

How did COc1cc2ccccc2cc1C(=O)Nc1ccc2[nH]c(=O)[nH]c2c1 do in these assays?
RNase H inhibition: 41.0%

How did COc1cc(C2NC(=O)NC(C)=C2C(=O)OCCSC)cc(Br)c1O (stereo not given) do in these assays?
RNase H inhibition: 12.0%

Results for Cc1ccc(S(=O)(=O)Nc2cccnc2)cc1C ?
RNase H inhibition: 15.0%

Results for NCCNc1ccc([N+](=O)[O-])c(NCCO)c1 ?
RNase H inhibition: 5.0%

What do the screens show for `COC(=O)CCC(=O)NNC(=O)c1cccc(Br)c1`?
RNase H inhibition: 30.0%

What do the screens show for `CCN(CC)c1ccc(C=O)c(OC)c1`?
RNase H inhibition: 8.0%

A portion taken from the entries so far, as a working copy:
What do the screens show for `CCCCc1ccc(NC(=S)NC(=O)c2cccc(Br)c2)cc1`?
RNase H inhibition: 8.0%

What do the screens show for `Cc1cc(C)c(NC(=O)COc2ccc(C)cc2C(C)(C)C)c(C)c1`?
RNase H inhibition: 18.0%

Results for COc1ccc(NC(=S)NC(=O)/C=C/c2ccc(Cl)cc2)cc1Cl ?
RNase H inhibition: 36.0%

Results for COc1ccc(OCCOc2ccc(C)cc2C)cc1 ?
RNase H inhibition: 5.0%

How did COc1cc(NC(=O)c2ccc(Cl)c(Cl)c2)ccc1NC(=O)c1ccco1 do in these assays?
RNase H inhibition: 11.0%

Results for COc1ccc(NC(=O)/C(=C/c2ccccc2Cl)NC(=O)c2ccc(C)cc2)cc1 ?
RNase H inhibition: 7.0%

Results for CCOc1ccc(-c2nc3cc(NC(=S)NC(=O)c4ccc(C)cc4)ccc3o2)cc1 ?
RNase H inhibition: 19.0%

What do the screens show for `CCOC(=O)CSc1nnnn1-c1ccc(OC)cc1`?
RNase H inhibition: 16.0%

How did COc1cc2ccccc2cc1C(=O)Nc1ccc2[nH]c(=O)[nH]c2c1 do in these assays?
RNase H inhibition: 41.0%

How did COc1cc(C2NC(=O)NC(C)=C2C(=O)OCCSC)cc(Br)c1O (stereo not given) do in these assays?
RNase H inhibition: 12.0%

Results for Cc1ccc(S(=O)(=O)Nc2cccnc2)cc1C ?
RNase H inhibition: 15.0%

Results for NCCNc1ccc([N+](=O)[O-])c(NCCO)c1 ?
RNase H inhibition: 5.0%

What do the screens show for `COC(=O)CCC(=O)NNC(=O)c1cccc(Br)c1`?
RNase H inhibition: 30.0%

What do the screens show for `CCN(CC)c1ccc(C=O)c(OC)c1`?
RNase H inhibition: 8.0%

(listing goes on)
What do the screens show for `NC1=NC(=O)/C(=C/c2ccc(OS(=O)(=O)c3ccccc3[N+](=O)[O-])cc2)S1`?
RNase H inhibition: 14.0%

Results for CCOc1ccc(-c2csc(/C(C#N)=C/c3ccc(N(C)C)cc3)n2)cc1 ?
RNase H inhibition: 17.0%

Results for Cc1cccc(NC(=O)Cc2ccccc2)c1 ?
RNase H inhibition: 0.0%

What do the screens show for `CCC(=O)Nc1ccc(Cl)c(-c2nc3ncccc3o2)c1`?
RNase H inhibition: 21.0%

Results for O=[N+]([O-])c1ccc(OCC(O)CN2CCOCC2)cc1 (stereo not given) ?
RNase H inhibition: 9.0%

What do the screens show for `O=C(NNC(=O)c1ccc2ccccc2c1)c1ccc(Cl)cc1`?
RNase H inhibition: 1.0%
